Exocytosis inh: blocks lytic granule exocytosis; actives 0.66% (n = 360,000); inhibition, % at 10 µM; TALL-104 LAMP-1 surface exposure, flow cytometry; cells stimulated with thapsigargin and PMA;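 active means inhibition above about 55%, limit read from the data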
iPSC survival up: hiPSC single-cell survival enhancement. ATPlite luminescence; 100% = ROCK inhibitor wells, 0% = DMSO. survival enhancement, % at 20 µM. actives 0.044% (n = 360,000); in the data active means survival enhancement above about 18%;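 further: cells exposed to compounds for 16 hours before the ATP read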
CaV13 FRET inh: Disruptors of the CACNA1D IQ motif to Ca2+-dependent inactivation inhibitor domain association, primary screening, Förster resonance energy transfer in intact living …; HEK cells, CFP/YFP FRET ICDI-IQ, plate reader, 10 min; percent FRET-ratio fall versus neutral wells; inhibition, % at 12.3 µM; actives 0.098% (n = 340,000); AID 743397;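 active means mean replicate inhibition of at least 30% and at least 1% of replicates passing that level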;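 further: 0% = median of the neutral control wells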
HTR2A ag: agonists of mouse serotonin 5-HT2A receptor (HTR2A). CHO-K1 mHTR2A beta-arrestin complementation, luminescence; percent of 30 µM serotonin response. activation, % at 7.6 µM. P35363. AID 624169. actives 0.66% (n = 360,000);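 active means activation above a run cutoff, the mean activation of all tested compounds plus 3 SD, cut at about 14% in these data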;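 further: 0% = plate median of compound wells and 100% = 30 µM serotonin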
N-glyco inh: N-linked glycosylation inhibition; D54 ERlucT glycosylation luciferase reporter, 24 h; percent of 100 nM tunicamycin response; reporter increase, % at 12.5 µM; actives 0.23% (n = 360,000);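 active means mean luciferase reporter signal, scaled so untreated is 0 and the glycosylation-blocking control 100, at or above a set limit in every replicate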;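 further: luciferase carries N-glycosylation sites so blocking glycosylation raises the light; 0% = median of neutral control wells and 100% = median of 100 nM tunicamycin wells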
Vif imaging: blocks HIV Vif function; HEK293T cells, Vif self-association by quenched fluorescence, imaging, 24 h; inhibition, % at 7.49 µM; actives 0.35% (n = 340,000); in the data active means inhibition above about 50%, passing the limit was not always enough; further: some results filed as inactive read as strong as hits
aDG glyco up: increases alpha dystroglycan glycosylation; activation, % at 10 µM; Pro5-aDG cells, alpha-DG glycosylation AlphaScreen (IIH6); 0% Pro5, 100% B10-LARGE cell signal; actives 0.22% (n = 360,000);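 active means activation of at least 8% versus controls, or a plate z-score of at least 8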;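 further: Pro5 are CHO cells carrying HIG-tagged alpha-DG that lacks glycosylation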
PDI turbidity: inhibitors of human protein disulfide isomerase; PDI insulin aggregation turbidity, A650, 90 min; inhibition, % at 10 µM; actives 0.052% (n = 350,000);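 active means mean inhibition across replicates of 30% or more, whatever share of single replicates reach that level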;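 further: absorbance from insulin aggregation driven by PDI reduction with DTT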
Target sequence (P07237 whole entry, looked up): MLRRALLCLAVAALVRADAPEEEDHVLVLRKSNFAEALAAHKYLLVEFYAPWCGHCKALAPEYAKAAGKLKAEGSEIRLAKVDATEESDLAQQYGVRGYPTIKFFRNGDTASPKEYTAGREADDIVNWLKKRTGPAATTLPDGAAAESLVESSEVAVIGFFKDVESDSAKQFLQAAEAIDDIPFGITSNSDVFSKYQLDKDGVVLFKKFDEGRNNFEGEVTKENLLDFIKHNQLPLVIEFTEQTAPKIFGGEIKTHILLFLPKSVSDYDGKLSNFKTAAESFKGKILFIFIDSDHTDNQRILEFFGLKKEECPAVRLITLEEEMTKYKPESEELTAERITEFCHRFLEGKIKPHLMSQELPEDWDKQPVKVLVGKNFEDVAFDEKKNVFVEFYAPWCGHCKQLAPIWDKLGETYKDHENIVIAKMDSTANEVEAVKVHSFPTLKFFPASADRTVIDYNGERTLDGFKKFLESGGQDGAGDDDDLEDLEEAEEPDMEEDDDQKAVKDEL
ABCB6 inh MLPCN: inhibitors of human ABC transporter ABCB6; K562-ABCB6 porphyrin accumulation, flow cytometry, 1 h; stronger effect = lower value; actives 0.19% (n = 360,000); fluorescence ratio to DMSO, % at 10 µM; AID 602162;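 active means fluorescence ratio to DMSO below 75%, the collection mean minus 3 SD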;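 further: signal is porphyrin accumulated inside mitochondria; 100% equals median channel fluorescence of DMSO control wells; lower ratio means ABCB6 inhibition with less porphyrin fluorescence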
Cardio protect: myocardial damage modulation in H9c2 cells; H9c2 cardiomyocytes, H2O2 injury protection, ATPLite, 2 h; protection from H2O2 cell death, % at 20 µM; actives 0.63% (n = 360,000);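 active means compounds giving at least 50% protection of heart cells from peroxide-induced death in the single-dose screen, raw or plate-pattern-corrected value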;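 further: 0% = DMSO wells with peroxide and 100% = DMSO wells without peroxide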
Starred values were filed as active, the others as inactive; nt = not tested or not shown; & = joins results of further samples. Random draw from the library; 3.1% or so of the library scored in one or more.

Results follow in this order: Exocytosis inh	iPSC survival up	CaV13 FRET inh	HTR2A ag	N-glyco inh	Vif imaging	aDG glyco up	PDI turbidity	ABCB6 inh MLPCN	Cardio protect
1: COc1cc(OC)cc(C(=O)NC2CCSc3ccccc32)c1 (configuration not stated)
  0	-0.4	-5	-1	1	-8	0.1	-2	97	4
2: CC(=O)ON1C(C)(C)CC(OC(=O)c2ccccc2)CC1(C)C
  -3	-3.3	-5	1	0	-13	0.8	2	92	6
3: COC(=O)c1ccccc1NC(=O)c1ccco1
  10	1.0	nt	8	1	-6	0.1	13	97	-13
4: Cc1c(C(=O)N2CCN(c3ccccc3F)CC2)oc2c1C(=O)CC(C)(C)C2
  4	1.5	-6	-2	-1	16	-0.1	-1	93	19
5: C=CCNc1ncnc2c1cnn2-c1cccc(C)c1
  -2	-1.0	-7	5	-6	6	-0.2	-9	100	-14
6: CC1CC1C(=O)Nc1cc(C(F)(F)F)ccc1N1CCOCC1 (configuration not stated)
  -7	0.4	-3	4	1	-29	0.1	-2	96	-5
7: Cc1ccc(NC(=O)CCC(=O)Nc2ccc(C)cc2)cc1
  0	-0.4	-20	-6	2	-1	0.0	4	100	-1
8: Fc1cccc(F)c1/C=N/NC(=S)Nc1cccnc1
  -4	-0.8	-4	2	3	3	1.2	4	97	-2
9: Cc1nc(SCc2nc3c(O)cccc3[nH]2)c2oc3ccccc3c2n1
  14	-1.3	-8	1	1	2	0.4	-5	101	6
10: Cc1cccn2c(=O)c3cc(C(=O)NC4CCCC4)c(=N)n(C4CCCCC4)c3nc12
  -6	-0.4	5	-3	3	2	0.2	1	97	-7
11: Cn1nc(C(F)(F)F)c(CO)c1Sc1ccc(F)cc1
  0	-1.6	-5	2	-2	0	-0.2	5	98	-4
12: O=C(CNC(=O)Cc1ccccc1)NCc1cccc(C(F)(F)F)c1
  1	1.1	-4	3	2	-6	0.0	4	97	-8
13: COc1cc(NC(=O)CN2C(=O)NC(c3ccccc3)(c3ccccc3)C2=O)c(C)cc1[N+](=O)[O-]
  1	2.9	-3	5	10	-19	-0.1	-5	104	7
14: O=C1O[C@@H]([C@H](O)CO)C(O)=C1O
  1	2.3	-6	-4	1	1	0.0	-3	96	0
15: CC(C)(C)CN1CCNC(=O)C1CC(=O)N1CCN(c2ccccc2)CC1 (configuration not stated)
  -1	-0.7	-2	1	-1	nt	0.0	5	100	5
16: CCSC(=Nc1ccccc1)N1CCOCC1
  -6	-0.1	-2	3	4	7	-0.1	0	99	11
17: Cn1c(=O)c2c(nc(CN3CCOCC3)n2CCCO)n(C)c1=O
  -2	1.3	-4	4	3	-17	0.0	10	94	0
18: COc1ccc(C2/C=C\CN(C(=O)C3CC3)CC(=O)N2Cc2ccc(F)cc2)cc1 (configuration not stated)
  22	-1.1	-11	-1	0	2	-0.3	-2	100	3
19: Clc1ccc(-c2[nH]ncc2N=Nc2ccccc2)cc1
  -10	-0.6	-1	-2	2	-9	-0.3	12	101	-20
20: Cc1ccccc1COC[C@H](CC(C)C)N1CCN(C(=O)c2cccc(C(F)(F)F)c2)CCC1=O
  19	-0.5	-10	-1	-4	-2	0.5	8	94	-4
21: Cc1cccc(Cc2nnc(CCC(=O)N3CCCC(CN4CCOCC4)C3)o2)c1 (configuration not stated)
  1	-0.8	-4	0	5	6	-0.3	2	99	-5
22: O=C(Nc1ccccc1C(=O)Nc1ccccc1)c1cccs1
  -6	-0.3	-8	0	1	33	0.0	-7	101	-5
23: Cc1ccc(C(=O)CSc2nnc(COc3ccc(C#N)cc3)n2-c2ccccc2)cc1
  2	-1.1	nt	-4	-2	7	-0.2	2	155	2
24: COc1ccccc1OCCOCCOc1ccc(C)cc1Br
  -1	-1.4	-3	3	2	-4	0.1	3	605	-10
25: O=C(CSc1nc2c(c(=O)n1-c1ccc(Br)cc1)SCC2)NCc1ccco1
  -8	-1.9	-8	5	5	-5	0.1	10	93	4
26: O=C(Nc1cccc(NC(=O)c2cccs2)c1)c1ccc2c(c1)OCCO2
  0	-1.0	8	0	0	-3	0.8	5	102	-4
27: COc1ccccc1CNCC(=O)Nc1cc(S(=O)(=O)N2CCCCC2)ccc1C
  -25	-2.1	-7	0	-2	0	4.3	-1	98	3
28: CC(C)CC(NC(=O)C(CC(C)C)NC(=O)OC(C)(C)C)C(=O)O (configuration not stated)
  -2	0.0	-7	1	2	nt	-0.1	2	104	2
29: Cc1cccc2c1Sc1ccccc1CC2=O
  -4	-1.3	nt	-6	-2	4	0.0	14	94	-8
30: O=C(/C=C/c1ccc(Cl)cc1Cl)NCc1ccco1
  -5	-2.3	-5	-1	-1	nt	0.2	-6	95	-6
31: CC(=C\C(=O)O)/C(=C/c1ccccc1)C(=O)O
  2	0.7	-7	-1	0	17	-0.1	6	101	0
32: Cc1ccc(C(=O)N2CCCC(Nc3cccc(F)c3)C2)cc1N1CCNC1=O (configuration not stated)
  0	-0.3	nt	3	1	-2	-0.1	12	94	-7
33: O=C1c2cccc([N+](=O)[O-])c2C(=O)N1CCO
  4	-0.6	-1	-3	-1	13	-0.5	5	404	9
34: COc1ccc(-c2nc3ccccc3nc2-c2ccc(OC)cc2)cc1
  46	0.8	-20	-3	-3	-4	0.0	11	97	0
35: O=C(c1ccccc1Br)N1CCn2c1nc1ccccc12
  -2	0.5	-2	10	0	-10	0.3	-4	96	8
36: COc1ccc(C(=O)OCC(=O)NC2CC2)cc1
  -13	0.4	-13	-3	3	nt	-0.2	7	94	2
37: COc1cccc(-c2c(-c3cc(OC)cc(OC)c3)n(C)c3ccc(-c4cccc5[nH]ccc45)cc23)c1
  53	1.8	-6	3	-1	0	-0.4	0	97	-3
38: O=C(NCCn1cc(SCC(=O)N2CCOCC2)c2ccccc21)c1ccccc1
  3	-0.6	4	2	0	-8	-0.1	nt	90	12
39: CCOc1ccc(CNc2nnnn2C)cc1
  0	1.4	-5	7	5	-2	0.0	-5	102	4
40: O=[N+]([O-])c1ccc(N2CCN(c3ccc(O)cc3)CC2)c(Cl)c1
  1	-2.1	-19	-2	-4	-2	0.1	6	99	-3
41: O=C(NCc1ccccn1)C1CCCN(S(=O)(=O)c2cccc3nsnc23)C1 (configuration not stated)
  2	-1.4	-5	0	-2	4	-0.2	-3	93	-1
42: CCN(CC)S(=O)(=O)c1cccc(-c2nnc(SCC(=O)NC)n2CCc2ccccc2)c1
  -4	3.0	-6	-1	-2	-8	-0.1	4	92	1
43: CCOC(=O)c1sc(C)c2c1NC(C)(c1cccs1)NC2=O (configuration not stated)
  -1	0.1	-8	4	4	-8	0.3	-1	103	-9
44: COC(=O)C1=C(C)NC(C)=C(C(=O)OC)C1C(=O)OC(C)C(=O)c1ccccc1 (configuration not stated)
  -2&-2	0.6&-1.1	-3&-6	0&2	4&0	-4&-6	-0.4&-0.8	9&-1	85&96	12&14
45: COc1ccc(N2CCN(C(=O)C(=O)c3cc(OC)c4ccccc4c3)CC2)cc1
  -10	nt	-7	4	nt	nt	-0.6	nt	nt	nt
46: C=CCC1(CC=C)CCCN1C(=O)CC1C(=O)NCCN1Cc1cc(OC)cc(OC)c1 (configuration not stated)
  -5	0.0	-4	-1	1	4	0.6	-1	99	11
47: Cc1oc(-c2ccccc2Cl)nc1CS(=O)CC(=O)NCc1ccco1 (configuration not stated)
  -3	-0.3	-5	2	-1	7	0.2	-1	107	-1
48: COc1ccccc1C(=O)Nc1cc2ccccc2oc1=O
  -3	-1.3	nt	3	2	16	0.1	-3	100	-8
49: Cc1c(NS(=O)(=O)c2ccc(N3CCCCC3)c([N+](=O)[O-])c2)c(=O)n(-c2ccccc2)n1C
  0	-0.2	-2	5	0	1	-0.1	5	99	6
50: Cc1cc(C)n2nc[n+](C)c2n1
  -2	3.4	-4	-1	2	8	-0.2	-2	99	-2
51: CCOc1cc(/C=C/C(=O)OCC(=O)NCC2CCCO2)cc(Cl)c1OC (configuration not stated)
  -18	2.0	-12	2	0	4	0.0	-3	97	-1
52: CC1CC2(CCCC2)N(C(=O)N(C)C)c2ccc(F)cc21 (configuration not stated)
  -2	-0.3	-18	8	0	7	0.0	6	98	1
53: Nc1nnc(SCc2ccc3c(c2)OCO3)s1
  -1	-1.7	-6	2	2	nt	0.2	12	98	-5
54: COc1ccc(C(=O)C(c2ccccc2)N2CCOCC2)cc1 (configuration not stated)
  0	13	nt	9	2	3	1.0	14	97	4
55: CCOC(=O)N1CCC(NC(=O)CN2C(=O)COc3ccc(C(C)(C)C)cc32)CC1
  -7	1.0	-7	1	2	nt	0.1	8	101	3
56: O=C(O)C(=Cc1ccc([N+](=O)[O-])cc1)CCc1ccccc1
  -6	0.9	-7	-1	0	-3	0.0	13	100	1
57: C=CCn1c(Cc2c[nH]c3ccccc23)n[nH]c1=S
  3	1.8	-7	0	-2	13	-0.1	-4	97	-5
58: Cc1c(NS(=O)(=O)c2cc(C(=O)NCC3CCCO3)cc(Cl)c2Cl)c(=O)n(-c2ccccc2)n1C (configuration not stated)
  8	0.7	-6	0	2	7	0.0	7	94	-1
59: CN(C(=O)CN1C(=O)/C(=C/c2ccccc2Cl)SC1=S)C1CCS(=O)(=O)C1 (configuration not stated)
  0	-0.1	-7	0	-1	5	0.2	1	100	1
60: O=C(CCN1C(=O)/C(=C/c2ccco2)SC1=S)Nc1ccc(C(=O)O)c(O)c1
  8	-0.2	-4	4	0	-13	0.0	1	98	-5

Compound activity (PubChem BioAssay)
